aSyn yeast rescue: qHTS of alpha-syn Inhibitors: NCGC Sytravon Library Screen | S. cerevisiae alpha-synuclein toxicity rescue, BacTiter-Glo growth, 24 h | Potency, µM (titrated, usually from 46.1 µM), for the others: top-dose growth rescue (activation), hits mostly activators | 0.02% of 94,000 active; active means well fitted activation curve with a large enough effect; further: 0% is about no effect
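Growth restoration measured by BacTiter-Glo luminescence after 24 hr at 30 deg C; alpha-synuclein yeast, raffinose-pregrown to mid-log, were added at OD600=0.02 in galactose medium onto pinned compounds.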
* hit, by the source's call; [ ] = dose if it differs, or a comment. Potency means the concentration at half of the fitted maximal effect. This is a subset (hit frequency here may not be typical).

SMILES	aSyn yeast rescue
CCOC(=O)c1sc(Nc2nc(OC)cc(OC)n2)nc1C	-1.3%
CCC(C)NC(=O)c1cnn(-c2cccc(F)c2)c1-n1cccc1 (stereo unspecified)	2.9%
CN(C(=O)CSc1nc2ccc(NC(=O)COc3ccc(Cl)cc3)cc2s1)c1ccccc1	5.4%
O=C(Nc1ccc(C(=O)N2CCCC2)cc1)c1cc(F)c(F)cc1Cl	5.2%
O=C(NNC(=O)C1CCCO1)c1ccc([N+](=O)[O-])cc1 (stereo unspecified)	7.6%
CCc1nn2c(-c3ccccc3OC)ccnc2c1-c1ccccc1	0.8%
O=C(CCc1c[nH]c2ccccc12)N1CCN(S(=O)(=O)c2ccc(F)cc2)CC1	7.8%
O=C(NCc1ccc2c(c1)OCO2)c1cc2c(s1)CSC2	-8.3%
COc1cc2c(cc1OC)CN(Cc1cc(=O)oc3c(C)c(C)ccc13)CC2	10.1%
NS(=O)(=O)c1ccc(NC(=O)/C=C/c2ccccc2[N+](=O)[O-])cc1	-3.4%
C[C@H](NC(=O)c1nc[nH]c1C(=O)NC[C@@H](C)O)c1ccccc1	1.3%
CC1CCc2nc(NC(=O)C3COc4ccccc4O3)sc2C1 (stereo unspecified)	4.3%
Cc1cccc(NC(=O)CSc2nc(N)c(NC(=O)c3cccs3)c(=O)[nH]2)c1	-9.6%
COc1ccc(-c2nc(SCCOc3cc(C)ccc3C(C)C)n3[nH]c(=O)cc3n2)cc1	-11.0%
CCCCSCCCNC(=O)c1cn(C)c2ccc(S(=O)(=O)N3CCCCCC3)cc2c1=O	-2.8%
Cc1cc(NC(=O)c2ccc3c(c2)N(Cc2cccc(Cl)c2)C(=O)c2ccccc2S3=O)ccc1Br (stereo unspecified)	3.1%
CCc1ccc(CN(C)C(=O)c2cc(S(=O)(=O)N3CCN(CC)CC3)ccc2Cl)cc1	0.7%
CN(CC(=O)Nc1ccccc1Cl)C(=O)CN1C(=O)C2CCCCC2C1=O (stereo unspecified)	-6.7%
O=S(=O)(NCCc1cn2ccccc2n1)c1cccs1	-0.9%
O=C(c1cc2ccccc2o1)N1CCC(N2CCC(C(=O)N3CCCC3)CC2)CC1	-12.0%
O=c1[nH]c2ccccc2nc1-c1ccccc1	3.8%
CCOC(=O)C1CCN(C(=O)CN(c2ccc3c(c2)OCCO3)S(=O)(=O)c2ccccc2)CC1	3.0%
Cc1ccc(Nc2cc(C)nc(-n3nc(C)cc3C)n2)cc1	-17.8%
COCCCNS(=O)(=O)c1cc(-c2onc(C)c2C)ccc1OC	-2.6%
CCc1c(C)c2cc3c(c(C)c2oc1=O)OCN(CCc1ccc(OC)c(OC)c1)C3	9.2%
COc1cc(OC)c(NC(=O)CS(=O)(=O)Cc2nc(-c3ccc(C)cc3)oc2C)cc1Cl	-9.9%
CCOc1ccccc1NC(=O)C1CCN(S(=O)(=O)c2ccc3[nH]c(=O)oc3c2)CC1	0.7%
Cc1ccc(CNC(=O)C2CCN(c3nnc(N4CCCC4=O)s3)CC2)cc1	-2.2%
Cc1cccc(C(=O)Nc2sc3c(c2C(=O)NC(C)C)CCCC3)c1	10.7%
Cc1nn2cc(-c3ncc(C(F)(F)F)cc3Cl)cnc2c1Br	-7.1%
CN(CC(=O)Nc1ccc(F)c(F)c1F)C(=O)CCc1nc2sc3c(c2c(=O)[nH]1)CCCC3	6.2%
CCS(=O)(=O)N1CCc2cc(C(=O)NC(C)c3ccccc3)ccc21 (stereo unspecified)	-8.2%
S=C(NCCc1ccccc1)NC1CC2CCC(C1)N2Cc1ccccc1 (stereo unspecified)	10.0%
Cn1c(Cc2nc(-c3cnccn3)no2)nnc1SCC(=O)Nc1ccccc1	-47.7%[inhibitor]
COc1ccc(-c2nc3sc(CCNC(=O)C(=O)Nc4ccc(OC)c(OC)c4)c(C)n3n2)cc1	-0.2%
COc1ccc(-c2nc3scc(CCNS(=O)(=O)c4ccc5c(c4)OCCO5)n3n2)cc1OC	1.8%
COc1ccc(-c2cccc(NS(=O)(=O)c3cc([N+](=O)[O-])ccc3Cl)c2)nn1	-14.6%
CC(C)CN(C(=O)C1CC1)c1c(N)n(Cc2ccccc2)c(=O)[nH]c1=O	-4.6%
N#Cc1ccccc1OCC(=O)NC1CCCCCC1	-9.8%
CCN(CC(=O)Nc1ccc(OC)cc1)C(=O)c1ccc(NS(=O)(=O)c2ccc(C(C)=O)cc2)cc1	-5.3%
CCN(CC)C(=O)C1=C(C)N(Cc2ccccc2)C(=O)C(CC(=O)NC2CC2)C1 (stereo unspecified)	-4.4%
O=C(COC(=O)c1ccco1)Nc1ccc(N2CCOCC2)cc1	-2.5%
Cc1nnc(N2CCCC(C(=O)Nc3cccc(C(F)(F)F)c3)C2)c2nn(-c3ccccc3)c(C)c12 (stereo unspecified)	-4.9%
CCN1CCN(S(=O)(=O)CC2(C)C3CCC2(C)C(=O)C3Br)CC1 (stereo unspecified)	7.3%
CCOC(=O)Cn1c(C)c(Br)c(COC)c(C#N)c1=O	-1.5%
COc1cc(OC)c(OC)cc1CNC(=O)c1cc(=O)[nH]c2ccccc12	0.6%
COc1ccc(Cl)cc1NC(=O)CSc1nc2ccccc2nc1N1CCCCC1	0.4%
Cc1ccc(S(=O)(=O)N(CC(=O)Nc2ccc(C(C)C)cc2)Cc2ccccc2)cc1	0.6%
CCN(CC)S(=O)(=O)c1ccc(N2CCCC2)c(NC(=O)CSCc2c(C)noc2C)c1	-4.2%
O=C(Nc1ccccc1OCc1cc(=O)n2ccccc2n1)c1cccc(Br)c1	1.2%
COc1ccc2c(c1)c1c(c(=O)n(-c3ccc(OC)c(OC)c3)c(=O)n1Cc1ccccc1C)n2C	-5.0%
Cc1ccc(-c2nc3c4ccccc4[nH]c(=O)n3n2)cc1	0.8%
CC(Oc1ccccc1)C(=O)N1CCN(Cc2cc(=O)n3nc(-c4ccccc4Cl)sc3n2)CC1 (stereo unspecified)	2.6%
S=C(NCCN1CCOCC1)Nc1cccc(Cl)c1	-6.1%
CN(C)CCn1c(=O)n(C2CCCCC2)c(=O)c2c3c(sc21)CCCCC3	1.6%
Cc1cc2c(n1-c1ccc(C(=O)NCCc3ccc(Cl)cc3)cc1)CCC(C)C2 (stereo unspecified)	8.9%
COc1ccc(-n2c(=O)c3c(c4cc(OC)ccc4n3C)n(CC(=O)N3CCCC3)c2=O)cc1	-8.4%
Cc1cccc(NC(=O)CN(C)S(=O)(=O)c2cccc3cccnc23)c1C	-7.6%
CC1CN(C(=O)NCc2ccccc2)c2cc(Cl)ccc2O1 (stereo unspecified)	3.8%
COc1ccc(CNC(=O)CSc2nnc(C)c(=O)[nH]2)cc1	5.5%

Other records.
SMILES	aSyn yeast rescue
Cc1ccc(C(=O)NC(=S)Nc2ccc(-c3ccc(CO)o3)cc2)cc1	-10.4%
COc1cccc(N2CCN(c3ncnc4onc(-c5ccc(Cl)cc5)c34)CC2)c1	1.9%
CCN(CC)C(=O)C1=C(C)N(CCC2=CCCCC2)C(=O)C(CC(=O)NCCCCc2ccccc2)C1 (stereo unspecified)	7.5%
O=C(NCC(c1ccc(Cl)cc1)N1CCOCC1)c1ccccc1F (stereo unspecified)	2.9%
COc1ccc(NC(=O)C2=C(C)C(=O)OC23CCN(C(C)C)CC3)cc1Cl	-7.7%
O=S(=O)(Nc1ccccn1)c1ccc(Br)cc1	-1.4%
Cc1ccc(C(=O)O)cc1NS(=O)(=O)c1ccc2c(c1)oc(=O)n2C	6.4%
Cc1cc(C)c(S(=O)(=O)NCCc2cc3c(C)ccc(C)c3[nH]c2=O)c(C)c1	-2.1%
CN1OC[C@@H]2CN(S(=O)(=O)c3cccc4ccccc34)[C@H](c3ccc(-c4cccnc4)cc3)C[C@@H]21	8.2%
O=C(COc1c(CO)cc(Br)cc1CO)NC1CCCc2ccccc21 (stereo unspecified)	8.5%
O=C(Cn1ncc2c3ccccc3n(Cc3ccc(Cl)cc3)c2c1=O)NCc1ccccn1	5.4%
Cc1ccc(S(=O)(=O)N2CCCc3cc(NS(=O)(=O)c4cccc(Cl)c4)ccc32)cc1	-4.2%
CC(=O)N1CCCc2cc(S(=O)(=O)N(C)CC(=O)Nc3ccc(F)c(Cl)c3)ccc21	-1.7%
COc1cccc(C2c3c(C)nn(-c4ccc([N+](=O)[O-])cc4)c3N=C3C(=O)Nc4ccccc4N32)c1 (stereo unspecified)	10.1%
CN1CCN(C(=O)c2ccc(Cl)c(S(=O)(=O)N3CCCCCC3)c2)CC1	3.5%
Cc1cc(C)n2[nH]c(=O)cc2n1	-1.2%
COc1cc(NC(=O)CCCNC(=O)Cn2cnc3sc(C)c(C)c3c2=O)cc(OC)c1OC	-1.5%
Cc1cc(Nc2c(C)cccc2C)n2nc(C)nc2n1	-6.2%
Cn1c(=O)cc(SCC(=O)NCCc2ccc(Cl)cc2)c2cc(Cl)ccc21	5.3%
CCOC(=O)CCCCCC(=O)Nc1ccc2c(c1)C(=O)N([C@@H](C)CO)C[C@@H](C)[C@H](CN(C)S(=O)(=O)c1cccs1)OCCCC[C@H](C)O2	1.8%
O=C1[C@H]2[C@@H](c3ccccc3)N[C@]3(CCCN(Cc4ccco4)C3=O)[C@H]2C(=O)N1Cc1ccccc1	-11.4%
COc1ccc(S(=O)(=O)N(Cc2nc(-c3ccc(C)cc3)no2)C2CCCCC2)cc1	4.3%
O=C1c2ccccc2C(Nc2ccc(S(=O)(=O)N3CCCCCC3)cc2)N1c1ccccn1 (stereo unspecified)	-11.9%
CCOc1ccc(N(CC)S(=O)(=O)N2CCCC(C(=O)Nc3ccc(C(C)=O)cc3)C2)cc1 (stereo unspecified)	-0.8%
COc1cc(/C=N/Nc2ccc(Cl)c(C(=O)O)c2)ccc1OC(=O)c1cccs1	2.9%
COCCN(C(=O)CSc1nnc(-c2ccc(F)cc2)n1N)c1c(N)n(CC(C)C)c(=O)[nH]c1=O	3.3%
Cc1oc(-c2ccc(C(=O)NCCC(C)C)cc2)nc1CS(=O)(=O)c1ccccc1	7.1%
Cn1cc(S(=O)(=O)N2CCCC2)cc1C(=O)NCc1ccc(F)cc1	-1.6%
Cc1cc(CNC(=O)CC2C(=O)NCCN2CC(c2ccccc2)c2ccccc2)on1 (stereo unspecified)	1.9%
CCOc1ccc(NC(=O)Cn2c(C)cc3ccccc3c2=O)cc1	1.3%
COCCNc1ccc(-c2nc(-c3ccco3)no2)cc1[N+](=O)[O-]	7.1%
Cc1ccc(C)c(N2CCN(CC(=O)Nc3ccc4[nH]c(=O)[nH]c4c3)CC2)c1	1.5%
Cc1ccc(OCCSc2nc3ccccc3n2CCC(=O)O)cc1C	-10.9%
CCC(C)NC(=O)CN1C(=O)c2cccnc2Sc2ccccc21 (stereo unspecified)	-4.5%
COc1ccccc1N1CCN(C(=O)Cn2ncc3c2-c2cc(C)ccc2OC3)CC1	27.9%
CCc1ccccc1N(CC)C(=O)c1c(C)oc2ncnc(N3CCOCC3)c12	-1.7%
CCC(=O)Nc1cccc(C(=O)OC)c1	3.7%
CCOc1ccc(S(=O)(=O)N2CCN(C(=O)c3oc4ccc(OC)cc4c3C)CC2)cc1	2.8%
Cc1ccsc1CN(C(=O)COc1ccc(Br)cc1)C1CCS(=O)(=O)C1 (stereo unspecified)	8.8%
COc1ccc(CN(C(=O)c2oc3cc(C)ccc3c2C)C2CCS(=O)(=O)C2)cc1OC (stereo unspecified)	-5.4%

Some values from the entries so far:
Reading of CN(C(=O)CSc1nc2ccc(NC(=O)COc3ccc(Cl)cc3)cc2s1)c1ccccc1 under aSyn yeast rescue: 5.4%
Reading of Cc1ccc(C(=O)O)cc1NS(=O)(=O)c1ccc2c(c1)oc(=O)n2C under aSyn yeast rescue: 6.4%
Reading of CCN(CC)C(=O)C1=C(C)N(Cc2ccccc2)C(=O)C(CC(=O)NC2CC2)C1 (stereo unspecified) under aSyn yeast rescue: -4.4%
Reading of CCCCSCCCNC(=O)c1cn(C)c2ccc(S(=O)(=O)N3CCCCCC3)cc2c1=O under aSyn yeast rescue: -2.8%
Reading of O=C(Cn1ncc2c3ccccc3n(Cc3ccc(Cl)cc3)c2c1=O)NCc1ccccn1 under aSyn yeast rescue: 5.4%

(list continues)
SMILES	aSyn yeast rescue
Cc1ccccc1NC(=O)CSc1ccc(-c2ccccn2)nn1	-6.4%
CCN(CC)CCNC(=O)Nc1ccc2c(c1)N(Cc1ccccc1)C(=O)c1ccccc1S2	1.0%
Cc1ccc(CNC(=O)CCCn2nc(C)n3c(cc4sccc43)c2=O)cc1	-8.5%
Cc1ccc2nc(-c3cccc(NC(=O)c4ccc(Br)o4)c3)oc2c1	-11.2%
CCN1CCN(Cc2c(O)ccc3c(C)c(-c4ccc(OC)cc4)c(=O)oc23)CC1	2.9%
CC1CN(c2ccc(NC(=O)c3ccco3)cc2C(=O)O)CC(C)O1 (stereo unspecified)	4.7%
COc1c(Cl)cc(Cl)cc1CNCCSc1nnnn1C	-0.7%
O=C(Nc1ccc(Cl)cc1)c1ccc(S(=O)(=O)N2CCOCC2)cc1	6.5%
O=C(Nc1ccc(Cl)cc1)c1cccc(NC2=NC3CS(=O)(=O)CC3S2)c1 (stereo unspecified)	-7.0%
COc1ccc(NC(=O)Cn2c(=O)n(Cc3ccco3)c(=O)c3sc4ccccc4c32)c(OC)c1	-4.5%
CCOC(=O)c1ccc(NC(=O)CCn2c(=O)c3cccn3c3ccccc32)cc1	-7.1%
O=C1NCCCN1C1OC(CO)C(O)C1O (stereo unspecified)	-0.9%
COC(=O)C1(C)NC(c2cccc(C)c2)C2C(=O)N(c3ccccc3)C(=O)C21 (stereo unspecified)	-1.6%

Five entries from above, arranged by SMILES length, high to low:
SMILES	aSyn yeast rescue
CCN(CC)CCNC(=O)Nc1ccc2c(c1)N(Cc1ccccc1)C(=O)c1ccccc1S2	1.0%
COC(=O)C1(C)NC(c2cccc(C)c2)C2C(=O)N(c3ccccc3)C(=O)C21 (stereo unspecified)	-1.6%
CCOC(=O)c1ccc(NC(=O)CCn2c(=O)c3cccn3c3ccccc32)cc1	-7.1%
CC1CN(c2ccc(NC(=O)c3ccco3)cc2C(=O)O)CC(C)O1 (stereo unspecified)	4.7%
Cc1ccccc1NC(=O)CSc1ccc(-c2ccccn2)nn1	-6.4%
